TAG inh: triacylglycerol accumulation inhibition | H9c2 cells, Nile Red lipid (TAG) fluorescence; cells loaded with 200 µM oleic acid | inhibition, % at 12.5 µM | hit rate 0.66% among 230,000 | AID 651582;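 active means pattern-corrected inhibition of lipid staining of at least 50% with the nuclear-stain viability signal not falling by more than 50%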;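 further: 0% = DMSO wells and 100% = triacsin C control wells; some results filed as inactive read as strong as hits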
TAG inh DAPI viability: second read-out of TAG inh, no call of its own (marks repeat the call); DAPI nuclei signal change (viability), lower = more cytotoxic, %;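 whole-well DAPI fluorescence read on a plate reader as a viability signal; minus 50 percent equals half of cells still viable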
* hit, by the source's call. A portion of the library (hit frequency here may not be typical).

SMILES	TAG inh	TAG inh DAPI viability
COc1cc(-c2coc3c(C(=O)NCc4cccc(Cl)c4)cccc23)ccc1O	7	-15
O=C(c1ccccc1C(=O)N1CCN(c2ccc(F)cc2)CC1)N1CCN(c2ccc(F)cc2)CC1	8	6
C#CCNC(=O)c1ccc(OCc2ccccc2)cc1Cl	5	0
COc1ccc(/C=N\NC(=O)c2ccc([N+](=O)[O-])c(C)c2)cc1COc1ccccc1C(N)=O	-6	3
COc1ccc(NC(=O)c2cc(-c3cc(F)ccc3OC(C)C)n[nH]2)cc1OC	9	9
O=C(COC(=O)c1ccc2ncsc2c1)NC(=O)NCc1ccccc1	6	-2
CC(=Nc1ccc(C)c(C)c1)C1=C(O)CCC1=O	-1	4
N#CCCn1cc(C(CC(=O)c2ccccc2)C(=O)O)c2ccccc21 (stereo not given)	-22	7
Cc1ncc([N+](=O)[O-])n1CC(=O)NCCc1ccccc1	15	-9
COc1cc(OC)c(Nc2cc(C)nc3nc(C)nn23)cc1Cl	11	-4
CC(C)(C)c1ccc(C(=O)N2CCC2(C)C(=O)NCCC#N)cc1 (stereo not given)	16	-4
Cc1cccc(N2CCN(C(=O)CCn3c(=O)[nH]c4ccccc4c3=O)CC2)c1C	-14	6
COC(=O)CC1NCCc2cc(OC)c(OC)cc21 (stereo not given)	1	2
COC(=O)CSc1[nH]c2ccccc2c1[N+](=O)[O-]	-8	15
N/C(=N\OC(=O)c1ccccc1)c1ccncc1	-15	5
Cc1nc(NCc2ccccn2)c2c3c(sc2n1)CCCC3	15	-13
CCOC(=O)C1CCN(S(=O)(=O)Cc2ccccc2)C1=O (stereo not given)	1	5
O=C(Nc1ccc(F)cc1)c1cc2c(s1)CCCC2	-15	7
COC(=O)c1cc(-c2ccc(OC)c(OC)c2)n[nH]1	7	5
O=C(/C=C/c1cccc(Cl)c1Cl)OCC(=O)N1CCOCC1	-11	3
O=C(O)c1ccc2c(c1)S(=O)(=O)c1cc(N3CCN(c4cnccn4)CC3)ccc1C2=O	-1	2
Cc1nc(SCC(=O)NC(=O)NC(C)C)nc(C)c1C	11	11
CCOCCCNC(=O)Cn1cc2c(n1)-c1c(oc(C(=O)N3CCCC3)c1C)CC2	17	2
COc1ccc(CCn2c(-c3ccc(OC)cc3)nc3c(c(=O)c4ccccc4n3C)c2=O)cc1	-4	3
COC(=O)C(NC(=O)c1ccccc1)=C(C)C	1	2
More structures
SMILES	TAG inh	TAG inh DAPI viability
O=CNc1cc(-c2cccc(O)c2)cn2c(-c3ccc(F)cc3)cnc12	8	-3
CC(=O)c1ccc(OCCCC(=O)Nc2ccc(S(=O)(=O)N3CCOCC3)cc2)cc1	-4	1
CC(=O)c1c(C)nc2ccc(C)cc2c1-c1ccccc1	7	-11
CCOC(=O)C1(Cc2ccc(Cl)cc2)CCN(C(=O)c2ccoc2)CC1	-34	-6
CCn1c(CC(C)C)n[nH]c1=S	-6	-8
NCCS(=O)(=O)NC1CCCCC1	-15	-6
CN(C)CCNc1ncnc2c1ncn2[C@H]1CN(CCc2ccccc2)C[C@@H](CO)O1	-5	9
O=C(CN1CCOCC1)NN=C(c1ccccc1)c1ccccc1	12	-13
COc1ccc2c(CC(=O)Nc3ncc(C)s3)coc2c1	124	-85
Cc1ccc2c(c1)CCO[C@]21O[C@H](CCO)C[C@H](O)[C@H]1O	5	-6
O=C(c1ccc([N+](=O)[O-])o1)N1CCOCC1	-9	8
COCC(C)n1c(COc2ccccc2F)nnc1SCc1c(C)noc1C (stereo not given)	5	-2
CC1CC(N(C(=O)c2ccco2)c2ccccc2)c2ccccc2N1 (stereo not given)	-33	1
Cc1nn(Cc2ccccc2)c(Cl)c1/C=C/C(=O)OC(C)C(=O)N1CCCC1 (stereo not given)	4	0
CN(C)c1ccc(/C=N/NC(=O)CN(c2cccc(Cl)c2)S(C)(=O)=O)cc1Br	-42	0
O=C(Nc1ccc(N2CCOCC2)cc1)C1CCN(S(=O)(=O)c2ccccc2F)CC1	-6	-3
CCOc1ccc(OCCCCN2CCCC2)cc1	0	-10
COc1ccc(CC(=O)OCC(=O)N2CCc3ccccc32)cc1OC	-9	-1
CS(=O)(=O)N(CC(=O)Nc1c(F)cccc1F)Cc1ccccc1	25	-7
Cc1ccccc1C1c2[nH]c3ccccc3c2CCN1C(=O)c1ccc(=O)n(C)n1 (stereo not given)	-1	1
C=CCN1C(c2ccc(Br)cc2)=CS/C1=C(/C#N)c1nnc(N2CCOCC2)n1-c1ccccc1	-15	-4
C=CCn1c(COc2ccccc2)nnc1SCC(=O)Nc1ccc2c(c1)OCCO2	6	-20
Cc1cn(C2CCCCC2)c(=O)n(-c2ccccc2)c1=O	-21	3
COc1ccc(S(=O)(=O)N2CCOCC2)cc1NC(=O)CN1C(=O)CN(C)C1=O	-10	-10
O=c1c(-c2ccccc2)cnc2n1CCS2	-14	11
(list continues)
SMILES	TAG inh	TAG inh DAPI viability
O=C(Nc1cccc(C(F)(F)F)c1)C1Cc2c(-c3ccccc3)ccnc2O1 (stereo not given)	-8	4
CCOc1ccc(NC(=O)CN(C)C(=O)CC2CCCC2)cc1OCC	-43	-3
Cn1c(=O)c(C(=O)Nc2ncccc2O)c(O)c2ccccc21	-9	20
CCOc1cc(N2CCOCC2)c(OCC)cc1NC(=O)COC(=O)c1ccccc1OC(F)F	-10	17
CCC(CC)C(=O)N(C)c1c(C)nc2c(OCCOc3ccccc3)cccn12	6	-1
Cc1ccc(CN2CCN(Cc3cccn3-c3nccs3)CC2CCO)cc1 (stereo not given)	-14	4
CCNC(=S)NNc1ccccc1	4	-7
O=C(NCc1ccccc1)c1ccc(Br)cc1	-22	8
Cc1ccc(Nc2ccc(C(=O)NC3CCCCC3)cn2)cc1	12	0
O=C(O)c1ccccc1C(=O)Nc1ccc(-n2nc(C(F)(F)F)cc2C(F)(F)F)cc1	-3	1
CC1(C)CC(=O)N(c2cccc(C(F)(F)F)c2)C(=O)C1	-5	0
S=C(NCCCc1cnc[nH]1)NCCCN(Cc1ccccc1)c1ccc(Br)cn1	2	15
O=C1CCCc2c1[nH]c1ccc(Br)cc21	10	0
O=C(Nc1ccc2c(c1)OCO2)C1CC1(Cl)Cl (stereo not given)	-14	3
COCCOCC(O)CN1CCN(c2ccccc2)CC1 (stereo not given)	13	-9
O=C(NCc1cccnc1)c1ccc(COc2ccccc2Cl)o1	1	1
N#Cc1ccccc1Sc1ccccc1C(=O)NCC(c1ccco1)N1CCCCC1 (stereo not given)	-8	0
Cc1ccc2cc(C3CC(c4cccs4)=NN3S(C)(=O)=O)c(Cl)nc2c1 (stereo not given)	2	5
CC(=O)NC(CSc1cc(C)nc2ccc(Br)cc12)C(=O)O (stereo not given)	16	-9
CCOc1ccc(NC(=S)N2CCCC2)cc1	-12	6
O=C(Nc1cccc2c1C(=O)NC2=O)c1ccc(N2C(=O)CCC2=O)cc1	-7	2
CN(Cc1ccccc1)C(=O)c1ccc(NC(=O)Cc2ccc(NC(=O)C3CCN(S(=O)(=O)c4cccc([N+](=O)[O-])c4)CC3)cc2)cc1	14	-3
O=C(CSc1nnc(-c2ccncc2)n1Cc1ccccc1)NCCc1ccccc1	-13	-4
CC(NC(=O)Nc1nnc(C(F)(F)F)s1)(C(F)(F)F)C(F)(F)F	-11	-3
Cc1[nH]ccc(=O)c1OCC(=O)O	-5	-1
Continuation:
SMILES	TAG inh	TAG inh DAPI viability
COc1ccccc1OCCn1cc(C#N)c2ccccc21	-1	11
O=C(Cc1ccc(Cl)cc1)OCC(=O)N1CCCCCC1	-18	14
O=C1NCCN1C(=O)c1cccc(Cl)c1	8	-10
Cc1cc(NC(=O)c2c(F)cccc2Cl)n(-c2nc3ccccc3[nH]2)n1	34	-11
Cc1cn([C@H]2C[C@H](O)[C@@H](CNCc3ccc(-c4cc(Cl)ccc4C(F)(F)F)o3)O2)c(=O)[nH]c1=O	1	3
CCNC(=O)NC(=O)C(C)OC(=O)CCCc1nc2ccccc2s1 (stereo not given)	-2	-10
OCC1(Cc2ccc(Cl)cc2)CCN(Cc2ccc(F)c(F)c2)CC1	5	-2
Cn1c(SCC(=O)NC2CCCC2)nc2cccnc21	-4	1
COC(=O)c1ccc(CO/N=C/c2ccc(OC)cc2)o1	-4	-8
COc1ccc(Cl)cc1NC(=O)CN(C)C(=O)CCNC(=O)c1ccccc1OC	-5	2
O=C(O)c1ccccc1C(=O)c1cccc2c(F)cccc12	-7	3
CCOC(=O)N1CCN(C2=NC3(CCCCC3)C(C#N)C(=O)N2)CC1 (stereo not given)	12	-1
CCC(C)c1ccc(O)c(/C=N/O)c1 (stereo not given)	-6	5
COc1ccccc1C(=O)NNC(=O)c1cccc(Br)c1	-1	-10
CC(C)(C)c1cc(C(=O)NNc2cccc(Cl)c2)n(Cc2ccccc2)n1	4	-5
Cc1cc(C2=CC(=O)C[C@H](c3ccc4c(c3)OCO4)C2)ccc1F	-20	0
Cc1ccc(S(=O)(=O)N2CCN(C(C(=O)Nc3ccc(F)cc3)c3ccccc3)CC2)cc1 (stereo not given)	9	-1
Nc1ccc2[nH]ncc2c1	-4	4
O=C(O)c1ccc(NCc2ccc3c(c2)OCO3)cc1	15	-1
Cc1ccn2c(=O)nc(SCC(=O)c3ccccc3)nc2c1	4	1
O=C(CCSc1nnc(-c2ccco2)o1)Nc1ccc(F)cc1	-17	-4
CCN(CC)CCNC(=O)c1cc(Br)c(N)cc1OC	-3	-2
CCCCC(=O)c1c(O)c2ccccc2oc1=O	-9	3
O=C(Nc1ccc(S(=O)(=O)Nc2ncccn2)cc1)C1CC(=O)N(c2ccccc2)C1 (stereo not given)	6	0
O=c1c(-c2ccc3c(c2)OCCO3)coc2c(CN3CCOCC3)c(O)ccc12	6	4

Among those listed so far, these contain a tert-butyl group.
SMILES	TAG inh	TAG inh DAPI viability
CC(C)(C)c1ccc(C(=O)N2CCC2(C)C(=O)NCCC#N)cc1 (stereo not given)	16	-4
CC(C)(C)c1cc(C(=O)NNc2cccc(Cl)c2)n(Cc2ccccc2)n1	4	-5

(listing goes on)
SMILES	TAG inh	TAG inh DAPI viability
CN(C)CCCNS(=O)(=O)c1ccc(Cl)s1	12	4
Cc1ccccc1OCC(=O)NC(=S)Nc1ccc2c3c(cccc13)CC2	-11	5
Cc1cc(OCC(=O)OCC(=O)N(C)C2CCS(=O)(=O)C2)ccc1Cl (stereo not given)	11	3
Cc1cc(C(=O)Nc2ccc(Cl)cc2)c(C)n1-c1ccccc1	-3	-11
Cc1cnc(C)c(N2CCN(C(=O)C3CCC(=O)N(CCc4cccc(F)c4)C3)CC2)n1 (stereo not given)	-6	-2
Cc1ccccc1C(=O)NC1CCN(Cc2nnnn2C2CCCC2)CC1	5	-2
O=C(O)/C=C/c1cccc(NC(=O)c2ccccc2)c1	11	-5
COc1ccc(OC)c(S(=O)(=O)Nc2ccc(-c3ccc4nnc(C)n4n3)cc2)c1	11	7
COC(=O)C[C@H]1C[C@H]2c3cc(NC(=O)C4CCC4)ccc3O[C@H]2[C@H](CO)O1	-5	6
O=C(O)c1cccc(-c2nnn(Cc3ccccc3Cl)n2)c1	-4	-3
Nc1nnnn1/N=C/c1cccc(O)c1	-2	2
CNC(=S)NC12CC3CC(CC(C3)C1)C2	6	7
Cn1ncnc1SCc1cn2cccnc2n1	18	-8
CCCCC(=O)NC(=S)Nc1nnn(CCC)n1	5	0
CCCS(=O)(=O)NC(=O)C1(C)CCN(C(=O)c2ccc(OC(F)F)cc2)C1 (stereo not given)	5	-3
c1ccc(-c2ccc(-c3ccncn3)cc2)cc1	-4	3
CCn1ccnc1CNC(=O)CC1C(=O)NCCN1Cc1ccc(OC)cc1OC (stereo not given)	-7	3
CC1CCCCC12NC(=O)N(CC(=O)OCc1ccccc1F)C2=O (stereo not given)	9	2
CC(C)NC(=O)Nc1ccc2c(c1)C(=O)N([C@H](C)CO)C[C@H](C)[C@@H](CN(C)Cc1ccc3c(c1)OCO3)OCCCC[C@@H](C)O2	0	-7
C=CCN(CC=C)CC(=O)Nn1c(C)ccc1C	2	-5
COc1cc2c(C(=O)N3CCN(c4ccccc4C)CC3)c(C)oc2cc1Br	-12	0
CCn1c(SCc2ccc(C)cc2)nnc1C1CCN(S(=O)(=O)c2ccc(OC)cc2)CC1	3	-1
COc1cccc(-c2nn(C)c3sc(C(=O)NCc4ccco4)cc23)c1	47	13
O=C(NCCc1ccccc1)C1CCCN1C(=O)Nc1ccc(F)cc1 (stereo not given)	-9	10
O=C1[C@H]2[C@@H](c3ccc(F)cc3)N3C(=O)N(c4ccc(C(F)(F)F)cc4)C(=O)[C@@]3(Cc3ccccc3)[C@H]2C(=O)N1C1CCCCC1	37	-24
Cc1cc(C)n(-c2ccc(C(=O)O)cc2[N+](=O)[O-])n1	-3	-3
CCOC(=O)c1c(C)[nH]c(C(=O)COC(=O)C2CC2C)c1C (stereo not given)	-69	2
O=C(NCCN1CCN(c2ccccc2)CC1)C1CCN(S(=O)(=O)c2cccs2)CC1	-7	0
CN(C(=O)c1cccc(NC(=O)c2ccccc2)c1)C1CCCCC1	7	-8
O=C(Nc1ccc(N2CCOCC2)cc1)Nc1cnsn1	2	1

Grouped by structure, those above containing an NH in an aromatic ring
SMILES	TAG inh	TAG inh DAPI viability
COc1ccc(NC(=O)c2cc(-c3cc(F)ccc3OC(C)C)n[nH]2)cc1OC	9	9
Cc1cccc(N2CCN(C(=O)CCn3c(=O)[nH]c4ccccc4c3=O)CC2)c1C	-14	6
COC(=O)CSc1[nH]c2ccccc2c1[N+](=O)[O-]	-8	15
COC(=O)c1cc(-c2ccc(OC)c(OC)c2)n[nH]1	7	5
CCn1c(CC(C)C)n[nH]c1=S	-6	-8
Cc1ccccc1C1c2[nH]c3ccccc3c2CCN1C(=O)c1ccc(=O)n(C)n1 (stereo not given)	-1	1
S=C(NCCCc1cnc[nH]1)NCCCN(Cc1ccccc1)c1ccc(Br)cn1	2	15
O=C1CCCc2c1[nH]c1ccc(Br)cc21	10	0
Cc1[nH]ccc(=O)c1OCC(=O)O	-5	-1
Cc1cc(NC(=O)c2c(F)cccc2Cl)n(-c2nc3ccccc3[nH]2)n1	34	-11
Cc1cn([C@H]2C[C@H](O)[C@@H](CNCc3ccc(-c4cc(Cl)ccc4C(F)(F)F)o3)O2)c(=O)[nH]c1=O	1	3
Nc1ccc2[nH]ncc2c1	-4	4
CCOC(=O)c1c(C)[nH]c(C(=O)COC(=O)C2CC2C)c1C (stereo not given)	-69	2
